PfHsp90 yeast 2 – growth inhibition of yeast expressing Plasmodium Hsp90; inhibition, % at 9.4 µM; S. cerevisiae expressing PfHsp90, BacTiter-Glo ATP, 48 h; yeast lacking PDR1 and PDR3 efflux regulators; 310,000 compounds, 0.32% hits;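 active = every replicate shows inhibition above about 80%, whatever the replicate mean, limit read from the data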;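 also: 0% = DMSO neutral controls and 100% = 20 µM radicicol positive controls; yeast relying on Plasmodium falciparum Hsp90 in place of its own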
RTF Ca sens act – increases calcium sensitivity of human cardiac regulated thin filaments | IANBD-labeled TnC RTF fluorescence at EC20 calcium; 0% EC20 calcium, 100% full calcium | activation, % at 7.2 µM | P19429+P45379 | 340,000 compounds, 0.24% hits | AID 493008;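 active = activation above the mean over all tested compounds plus 3 SD, cut at about 30% in these data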;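 also: rise in fluorescence read as greater calcium sensitivity of cardiac thin filaments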
CDK5 p35 inh – blocks human CDK5/p35 kinase activity; Q00535+Q15078; Recombinant CDK5/p35, ADP-Glo luminescence, 60 min; inhibition, % at 10 µM; 330,000 compounds, 0.01% hits; AID 488839;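 active = highest replicate inhibition of at least 50% and at least 75% of replicates reaching 50%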;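 also: plate controls were DMSO neutral control for no effect and GW8510 at 10 µM for full effect; many of its hits are not listed in these tables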
Target sequence (Q00535 whole entry, looked up): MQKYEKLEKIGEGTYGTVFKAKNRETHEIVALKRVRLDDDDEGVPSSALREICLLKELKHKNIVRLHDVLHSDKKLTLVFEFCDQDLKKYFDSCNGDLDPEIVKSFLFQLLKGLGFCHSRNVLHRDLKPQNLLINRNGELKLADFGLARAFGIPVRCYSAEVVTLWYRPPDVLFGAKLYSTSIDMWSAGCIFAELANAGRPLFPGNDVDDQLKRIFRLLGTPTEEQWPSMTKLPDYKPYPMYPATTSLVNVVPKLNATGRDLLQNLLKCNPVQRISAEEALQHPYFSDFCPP
Target sequence (Q15078 whole entry, looked up): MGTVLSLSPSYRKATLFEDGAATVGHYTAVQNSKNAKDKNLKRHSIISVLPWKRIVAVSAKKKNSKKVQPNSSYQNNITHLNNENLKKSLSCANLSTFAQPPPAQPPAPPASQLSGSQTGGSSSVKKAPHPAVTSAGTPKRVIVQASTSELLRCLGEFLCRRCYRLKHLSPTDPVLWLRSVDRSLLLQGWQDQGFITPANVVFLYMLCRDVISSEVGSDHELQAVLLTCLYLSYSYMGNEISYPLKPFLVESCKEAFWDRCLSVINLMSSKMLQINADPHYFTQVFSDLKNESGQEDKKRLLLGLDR
Keap1-Nrf2 PPI – disrupts human Keap1 binding to Nrf2 peptide; 340,000 compounds, 0.15% hits; inhibition, % at 9.4 µM; Keap1 Kelch-Nrf2 peptide fluorescence polarization, 1536-well; Q14145; in the data active = inhibition above about 12%;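 also: human Keap1 Kelch domain with fluorescein labeled Nrf2 9mer peptide probe; 0% = neutral control wells and 100% = peptide positive control; higher means more block of Keap1 binding to Nrf2 peptide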
NSD2 inh – inhibitors of human histone methyltransferase NSD2. O96028. NSD2 peptide methylation, AlphaScreen, 120 min. inhibition, % at 12.5 µM. 310,000 compounds, 0.54% hits. AID 743445; in the data active = inhibition above about 50%
PvdQ acylase – blocks Pseudomonas aeruginosa PvdQ acylase activity; purified PvdQ acylase, fluorescence plate reader; inhibition, % at 10 µM; 340,000 compounds, 0.063% hits; AID 488965; in the data active = inhibition above about 30%, passing the limit was not always enough;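 also: 0% = vehicle neutral wells and 100% = reference inhibitor wells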
SUMO Mot1 rescue – SUMOylation pathway inhibition by Mot1-301 growth rescue; S. cerevisiae Mot1-301 growth rescue, ATP luminescence, 38.5C; percent above DMSO median, 100 means doubled; growth rescue, % at 18.8 µM; 320,000 compounds, 1% hits; AID 2716;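 active = every valid replicate shows activation above 250% relative to neutral control wells; inactive = the rest, any valid replicate at or below 250%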;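 also: OY570 slx delta 5 strain wells were the positive control but not used for scaling; some compounds called inactive have numbers as strong as hits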
dFosB activator – enhances mouse delta FosB homodimer DNA binding; activation, % at 25 µM; 340,000 compounds, 0.99% hits; AID 493131; purified delta FosB, TAMRA-CDK5 oligo fluorescence polarization; percent of positive-control signal above neutral wells;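 active = mean activation above about 17%, with every replicate also reaching it, limit read from the data, passing the limit was not always enough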;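 also: fluorescence polarization rise as delta FosB binds a TAMRA Cdk5 AP-1 oligo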
Target sequence (P13346 whole entry, looked up): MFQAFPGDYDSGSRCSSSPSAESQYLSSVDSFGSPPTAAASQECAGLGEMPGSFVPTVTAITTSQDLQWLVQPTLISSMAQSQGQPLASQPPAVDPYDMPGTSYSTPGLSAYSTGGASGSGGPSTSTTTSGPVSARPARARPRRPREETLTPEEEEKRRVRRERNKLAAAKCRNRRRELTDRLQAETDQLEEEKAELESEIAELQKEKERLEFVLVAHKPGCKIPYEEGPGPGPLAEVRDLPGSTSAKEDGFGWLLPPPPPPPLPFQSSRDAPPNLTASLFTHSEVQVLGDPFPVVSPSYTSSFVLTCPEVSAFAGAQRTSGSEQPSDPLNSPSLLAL
Rtt109 HAT inh – C. albicans Rtt109 histone acetyltransferase inhibition; Q5AAJ8; purified Rtt109/Vps75, ThioGlo CoA-SH fluorescence, 4 h; inhibition, % at 34.9 µM; 330,000 compounds, 0.16% hits;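 active = inhibition of at least 50% in every replicate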
LANA DNA inh – inhibitors of KSHV LANA C-terminal domain DNA binding; MBP-C-LANA/FAM-LBS DNA binding, fluorescence polarization; inhibition, % at 9 µM; 340,000 compounds, 0.078% hits;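 active = highest replicate inhibition at or above 60% at 9 µM, even if other replicates fall short; inactive = all replicates below 60% inhibition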;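 also: 0% = neutral control wells and 100% = 4 µM acridine orange control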
RTF Ca sens inh – cardiac RTF calcium desensitization; IANBD-labeled cardiac RTF, Ca2+ fluorescence; inhibition, % at 7.15 µM; 340,000 compounds, 0.12% hits;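 active = inhibition above the mean inhibition of all tested compounds plus 3 SD, cut at about 17% in these data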;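 also: assay run at fixed EC70 calcium of 1.6 mM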
Starred values were filed as active, the others as inactive; · = not tested or not shown.

SMILES	PfHsp90 yeast 2	RTF Ca sens act	CDK5 p35 inh	Keap1-Nrf2 PPI	NSD2 inh	PvdQ acylase	SUMO Mot1 rescue	dFosB activator	Rtt109 HAT inh	LANA DNA inh	RTF Ca sens inh
O=C(NC(CO)C(O)c1ccc([N+](=O)[O-])cc1)C(Cl)Cl (centres undefined)	-6.9	2.5	0.2	-4.3	·	-2.8	224.5	6.4	18.3	-0.2	3.8
O=C(CNc1cc([N+](=O)[O-])ccc1NCCO)Nc1cccc(S(=O)(=O)N2CCCCC2)c1	20.2	-4.0	1.2	4.5	7.8	14.2	0.5	-10.3	0.6	-1.3	4.2
FC(F)(F)c1ccc(Cl)c(-n2c(-c3cc(C4CC4)[nH]n3)n[nH]c2=S)c1	-13.7	5.0	-0.7	-4.2	1.9	-6.8	225.0	-10.9	2.0	-0.9	-0.1
CCOc1ccc(Cc2nc(C)c(CC(=O)N3CCOCC3)c(=O)[nH]2)cc1	1.5	0.1	-0.8	2.4	-0.7	-9.8	-18.9	10.5	4.5	-1.2	-15.5
O=C(c1cccs1)N1CCc2ccccc21	-21.7	8.7	9.4	-8.7	-2.4	-7.4	-2.6	-6.8	-5.3	1.5	-3.6
CCOc1ccc(/C=C2\SC(=S)NC2=O)cc1OC	-42.9	-1.7	-0.2	-3.4	2.8	-0.2	46.2	-5.3	-7.4	-1.0	-7.1
CC(C(=O)NC(=O)NC1CCCCC1)N(C)CC(=O)Nc1ccc(F)c(F)c1F (centres undefined)	-35.0	-3.5	0.4	5.0	-0.9	-0.1	-3.0	-6.9	0.3	-0.4	-23.2
O=C(CSc1n[nH]c(-c2ccccc2F)n1)Nc1cc(F)ccc1F	0.9	5.2	-0.3	-5.5	-3.3	-28.8	2.6	-5.4	1.8	-0.1	-7.4
O=C(NCCCCNCCCNC(=O)c1ccccc1)c1ccccc1	10.4	14.8	-0.8	0.7	·	-7.7	·	-14.1	-2.5	1.0	-6.0
O=C(CCNS(=O)(=O)c1ccccc1F)OCc1ccccc1Cl	·	2.4	0.2	0.2	-2.7	-4.0	26.2	-9.6	8.0	2.5	-1.9
O=C1NC(=Nc2ccc(O)cc2)S/C1=C\C=C\c1ccco1	-8.9	-1.6	2.1	-4.3	15.0	-7.7	50.1	-12.1	0.4	0.3	-16.5
CC(=O)N1CCc2c(sc3c2c(=O)n(Cc2ccccc2)c(=O)n3CC(=O)NCC2CCCO2)C1 (centres undefined)	2.4	5.0	-1.4	2.4	·	-2.9	-4.6	-13.5	-7.7	-1.4	-1.3
Cn1ncc2c(=S)nc(Cl)[nH]c21	11.9	1.7	0.4	-16.9	4.4	9.3	·	-1.1	8.4	7.3	0.3
Cc1ccsc1/C=C1/C(=O)NN(c2ccccc2)C1=O	1.9	-2.2	-2.2	0.7	3.4	-16.0	3.4	2.3	·	1.6	4.7
CCN1CCN(CNC(=O)c2cnccn2)CC1	12.7	-5.9	-0.2	2.0	-1.1	10.7	5.8	0.0	22.0	-2.0	-4.8
CC(C)CCOc1ccc(CO[C@@H]2[C@H]3OC(C)(C)O[C@H]3O[C@@H]2C(O)CO)cc1 (some centres undefined)	-5.6	-1.2	-1.2	2.9	-0.6	-7.7	-14.4	1.6	-3.2	-0.8	4.5
O=C(COC(=O)c1cc(F)c(F)cc1Cl)NC1CC1	17.2	-3.4	1.6	-1.1	-2.1	-3.5	-1.3	-2.3	-7.0	1.0	9.8
COc1ccc(C2(O)CN(c3ccccc3)C3=[N+]2CCS3)cc1OC (centres undefined)	·	-1.2	0.0	-3.3	0.6	-12.4	-4.9	-6.6	-1.2	0.6	-5.0
Cc1noc(C)c1COC(=O)Cc1ccc(Cl)cc1	7.5	-2.0	-2.2	-0.4	-2.0	-3.0	-12.2	-6.7	-3.3	-0.9	4.1
CCOC(=O)C(Cc1ccc(O)cc1)Nc1nc2ccccc2o1 (centres undefined)	-6.6	-0.3	1.4	-7.0	-3.1	-0.8	·	-7.5	-12.5	1.6	1.4
CCCCc1nc(SCc2ccc([N+](=O)[O-])cc2)n[nH]1	9.0	-3.5	0.4	-1.8	-3.4	-6.1	0.0	-2.8	-0.3	0.9	-2.3
CCc1nc2oc3ccccc3c(=O)c2c(=O)n1CCOC	·	1.9	-1.5	-4.6	-0.6	3.4	-1.5	-7.4	8.0	0.4	-5.4
O=C(OCC#CCSc1nnc(-c2cccc3ccccc23)o1)c1ccc(Br)cc1	3.4	3.1	-1.5	-0.2	·	-14.2	-6.3	-7.8	-1.4	-0.6	5.6
Cc1cccc(NC(=O)c2nc[nH]c2C(=O)N(C)Cc2ccccc2)c1	2.0	-2.8	-1.0	0.8	·	-11.9	-7.8	-11.5	9.1	-0.2	-2.3
COc1cc(OC)c(OC)cc1CNC(=O)c1ccc(S(=O)(=O)N2CC(C)OC(C)C2)cc1 (centres undefined)	25.4	2.3	-1.6	-7.4	2.4	-10.8	7.7	-6.3	3.0	1.0	-1.5
Other structures.
SMILES	PfHsp90 yeast 2	RTF Ca sens act	CDK5 p35 inh	Keap1-Nrf2 PPI	NSD2 inh	PvdQ acylase	SUMO Mot1 rescue	dFosB activator	Rtt109 HAT inh	LANA DNA inh	RTF Ca sens inh
Cc1c(C(=O)N2CCN(c3ccccc3F)CC2)oc2c1C(=O)CC(C)(C)C2	-20.6	-7.9	-0.8	0.1	-0.5	-7.8	7.6	-5.8	0.8	-2.2	0.5
COc1ccc(NC(=S)N2CCN(S(=O)(=O)c3ccc(C)cc3)CC2)cc1	-6.9	2.9	-0.6	0.0	-2.0	-3.2	7.8	-4.1	0.7	-0.6	3.2
O=c1[nH]ncc(NCCc2ccccc2)c1Cl	-0.9	2.7	-1.7	-0.9	-2.0	-7.5	1.9	5.5	-3.3	-0.7	2.2
O=C(Oc1nsnc1N1CCOCC1)N(c1ccccc1)c1ccccc1	-13.5	-4.9	0.7	1.6	10.0	-8.0	32.0	-8.4	-2.0	-0.1	-2.5
CCCCSc1nc2ccc(Nc3nc(N4CCOCC4)nc(N4CCOCC4)n3)cc2s1	0.2	3.7	1.2	-0.6	·	4.5	-10.1	-9.8	-5.4	-0.8	-3.1
O=C(NCc1ccco1)C1CCN(C(=O)c2cc3sccc3n2Cc2ccc(F)cc2)CC1	-0.2	3.8	1.4	-1.6	·	-8.3	9.8	-5.9	6.4	-1.7	-5.2
CCOC(=O)c1ccc(NC(=O)CSc2nnc(-c3ccncc3)n2C)cc1	6.2	2.8	0.8	0.7	-4.6	-17.4	-1.5	-10.1	-7.2	0.5	-9.4
NC(=O)N=Nc1c(O)n(Cc2ccccc2)c2ccc(Br)cc12	-33.7	-2.2	1.6	-0.1	5.9	-13.1	2.9	-2.2	-4.6	1.6	-2.0
CCOc1ccc(S(=O)(=O)N2CCC(C(=O)OCc3ccc(OC)cc3)CC2)cc1	·	-1.5	0.6	-2.6	16.1	-4.0	·	-8.8	-5.9	-1.2	-6.2
CCc1n(CC(O)COCc2ccccc2)c2ccccc2[n+]1C (centres undefined)	-12.3	0.2	-0.4	-4.4	-0.5	-15.7	-20.1	0.6	-7.3	-0.9	-13.5
Nn1c(SCC(=O)Nc2ccc(N3CCOCC3)cc2)nnc1C1CC1	·	2.0	0.9	2.0	-1.6	-14.5	-4.4	1.9	-2.9	1.6	-7.5
CC1CCN(C(=O)c2ccccc2NC(=O)c2cccs2)CC1	1.8	-3.7	1.9	-4.8	-2.4	-8.2	0.8	2.8	-4.8	0.4	-3.9
O=C(Cc1cccs1)Nc1ccc(S(=O)(=O)N2CCCC2)cc1	-9.0	8.1	-1.4	-1.6	3.4	-11.5	·	-12.2	2.0	-0.8	-11.8
O=C1CCC(C(=O)N2CCCC(N3CCN(c4cccc(C(F)(F)F)c4)CC3)C2)=NN1 (centres undefined)	21.2	-2.5	1.8	3.4	-2.6	-8.9	-23.4	0.6	-7.2	-0.5	-5.3
Cc1nn(S(=O)(=O)N(C)C)c(C)c1CN1C(=O)c2ccccc2C1=O	19.5	-6.9	-1.9	4.5	-1.3	-3.7	90.6	-1.0	0.3	0.8	-5.8
CCC(C)n1c(SCC(=O)NC(=O)Nc2ccc3c(c2)OCCO3)nc2ccccc2c1=O (centres undefined)	13.2	-0.9	1.2	-1.6	-2.1	-7.3	4.7	-8.2	-2.8	3.7	-1.2
Cc1ccc(Cn2c(=N)c(C(=O)NC3CCCC3)cc3c(=O)n4ccccc4nc32)cc1	9.2	-1.6	-1.3	15.6*	·	-18.0	-9.2	5.5	-9.0	-0.8	-11.8
Cc1cc2nc(C)c(Cc3ccccc3)c(=O)n2[nH]1	·	-3.8	-1.4	-6.1	-0.2	-12.7	8.6	-5.3	1.0	1.7	-4.2
O=C(NCc1cccnc1)C12CC3CC(CC(Cl)(C3)C1)C2	9.5	5.3	0.5	-0.9	-0.9	-14.4	-13.1	0.9	-2.7	-0.7	-3.4
COc1ccc(C(=O)NC(=S)Nc2cccc(NC(=O)c3ccco3)c2)cc1[N+](=O)[O-]	16.1	-5.3	1.4	-3.1	0.7	-15.8	4.2	5.0	4.5	1.5	-14.5
COc1cc2nc(C3CCC3)n(NC(=O)C3CCC(OC)CC3)c(=O)c2cc1OC (centres undefined)	-35.9	-2.0	1.4	-4.7	-0.3	-13.5	-0.5	-2.6	5.0	2.6	-9.1
CCOC(=O)C1CCN(CC(=O)c2c(C)[nH]c3ccccc23)CC1	-6.8	2.1	-1.8	-2.1	1.8	-13.1	-6.2	14.8	2.1	2.2	-5.3

In another format: 2 of the compounds above.
Every second line gives: PfHsp90 yeast 2 | RTF Ca sens act | CDK5 p35 inh | Keap1-Nrf2 PPI | NSD2 inh | PvdQ acylase | SUMO Mot1 rescue | dFosB activator | Rtt109 HAT inh | LANA DNA inh | RTF Ca sens inh
O=c1[nH]ncc(NCCc2ccccc2)c1Cl
  -0.9 | 2.7 | -1.7 | -0.9 | -2.0 | -7.5 | 1.9 | 5.5 | -3.3 | -0.7 | 2.2
NC(=O)N=Nc1c(O)n(Cc2ccccc2)c2ccc(Br)cc12
  -33.7 | -2.2 | 1.6 | -0.1 | 5.9 | -13.1 | 2.9 | -2.2 | -4.6 | 1.6 | -2.0

Ordered by value in SUMO Mot1 rescue (falling): five of the compounds above
smiles | SUMO Mot1 rescue
O=C(Oc1nsnc1N1CCOCC1)N(c1ccccc1)c1ccccc1 | 32.0
Cc1c(C(=O)N2CCN(c3ccccc3F)CC2)oc2c1C(=O)CC(C)(C)C2 | 7.6
NC(=O)N=Nc1c(O)n(Cc2ccccc2)c2ccc(Br)cc12 | 2.9
CCOC(=O)c1ccc(NC(=O)CSc2nnc(-c3ccncc3)n2C)cc1 | -1.5
O=C1CCC(C(=O)N2CCCC(N3CCN(c4cccc(C(F)(F)F)c4)CC3)C2)=NN1 (centres undefined) | -23.4

High-throughput results (PubChem)
